High-throughput results: PubChem BioAssay, National Center for Advancing Translational Sciences (NCATS)
Apoferritin bind – binds horse apoferritin like a general anesthetic | P02791 | apoferritin/1-aminoanthracene competitive binding, fluorescence | Potency, µM (top dose mostly 77.5 µM), for inactives: top-dose activity change, negative = displacement, most hits filed as inhibitors | hit rate 0.074% among 350,000; also: % is scaled to controls: 0 for no effect and ±100 for the full control effect; nearly all actives have a fitted effect of over 20% in size
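In PBS, apoferritin at 10 uM is loaded with 1-AMA from a 50% saturated solution. After 10 min of compound exposure at ambient temperature, reduced 535 nm fluorescence indicates probe displacement.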
Pol iota inh – blocks human DNA polymerase iota activity; AID 588590; hit rate 1% among 390,000; Pol iota fluorescent replication assay, 10 min; Potency, µM (series often up to 115 µM), for inactives: at the top dose activity, negative = inhibition, most hits filed as inhibitors
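Fluorescent replication assay read twice, at 0 min and 10 min after adding 50 nM (final) substrate. Enzyme (10 nM) and compounds were first incubated 15 min at room temperature; enzyme-free buffer wells were negative controls.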
APE1 inh – blocks human APE1 abasic DNA cleavage; P27695; Potency, µM (doses to about 65.8 µM), inactives show top-dose activity change, negative = inhibition, most hits filed as inhibitors; AID 2517; recombinant APE1, TAMRA/BHQ-2 abasic DNA cleavage fluorescence; hit rate 0.35% among 350,000;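 also: plate controls were vehicle for no effect and reference inhibitor for full effect; nearly all actives have a fitted effect of over 55% in size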
Target sequence (P27695 whole entry, looked up): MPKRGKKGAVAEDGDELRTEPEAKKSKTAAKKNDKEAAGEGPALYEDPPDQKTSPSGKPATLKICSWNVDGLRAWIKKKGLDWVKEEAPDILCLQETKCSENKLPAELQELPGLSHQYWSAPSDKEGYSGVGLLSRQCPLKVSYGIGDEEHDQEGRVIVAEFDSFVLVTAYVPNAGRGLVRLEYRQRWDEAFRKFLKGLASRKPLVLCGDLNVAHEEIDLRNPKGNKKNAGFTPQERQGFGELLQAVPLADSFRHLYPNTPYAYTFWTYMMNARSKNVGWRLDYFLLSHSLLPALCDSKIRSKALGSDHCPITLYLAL
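APE1 at 0.75 nM final was preincubated with compound 15 min at room temperature, then 50 nM double-stranded THF abasic-site substrate (5'-TAMRA/3'-BHQ-2) was added. Fluorescence (ex 525/em 598 nm) was read kinetically; third-minus-first read gave activity.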
Pol beta inh – DNA polymerase beta (human) inhibition. hit rate 1.3% among 340,000. Potency, µM (series often up to 114 µM), for inactives: top-dose activity change, negative = inhibition, hits mostly inhibitors. Pol beta primer extension/strand displacement, fluorescence kinetic. P06746; also: % is scaled to controls: 0 for no effect and ±100 for the full control effect
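Preincubation: enzyme (10 nM) with compound, 15 min, RT. Reaction: substrate added to 50 nM final. Reads: 0 and 10 min. Analysis: normalized, Hill fit.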
Pol eta inh – DNA polymerase eta (human) inhibition; recombinant Pol eta, fluorescent DNA replication assay; Potency, µM (top dose mostly 114 µM), for inactives: at the highest dose activity change, negative = inhibition, usual class: inhibitors; hit rate 1.2% among 390,000; AID 588591; also: % is scaled to controls: 0 for no effect and ±100 for the full control effect
Target sequence (Q9Y253 whole entry, looked up): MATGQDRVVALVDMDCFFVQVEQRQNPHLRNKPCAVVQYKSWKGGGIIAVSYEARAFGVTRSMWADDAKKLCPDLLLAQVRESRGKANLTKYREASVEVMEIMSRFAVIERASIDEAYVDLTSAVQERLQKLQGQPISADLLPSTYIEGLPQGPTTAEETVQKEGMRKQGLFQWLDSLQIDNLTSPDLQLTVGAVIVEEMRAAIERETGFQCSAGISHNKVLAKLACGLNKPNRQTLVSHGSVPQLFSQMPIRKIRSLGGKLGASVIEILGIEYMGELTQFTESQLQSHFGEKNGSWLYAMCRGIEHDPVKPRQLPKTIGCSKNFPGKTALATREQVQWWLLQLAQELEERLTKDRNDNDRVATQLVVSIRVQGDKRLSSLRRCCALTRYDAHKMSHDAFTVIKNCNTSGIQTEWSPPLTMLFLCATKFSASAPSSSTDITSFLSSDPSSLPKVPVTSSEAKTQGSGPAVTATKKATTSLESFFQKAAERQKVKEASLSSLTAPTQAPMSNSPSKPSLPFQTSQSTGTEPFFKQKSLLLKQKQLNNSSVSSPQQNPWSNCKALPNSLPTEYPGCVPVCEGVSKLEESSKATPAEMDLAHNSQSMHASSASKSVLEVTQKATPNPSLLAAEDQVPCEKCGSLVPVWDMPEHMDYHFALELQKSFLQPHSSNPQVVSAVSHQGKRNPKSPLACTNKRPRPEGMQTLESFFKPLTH
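Fluorescent replication assay: 50 nM final substrate added after a 15 min room-temperature compound preincubation with 10 nM enzyme. Signal taken at 0 min and again at 10 min.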
Pol kappa inh – blocks human DNA polymerase kappa activity. Q9UBT6. purified Pol kappa, fluorescent DNA synthesis assay, 10 min. Potency, µM (series often up to 107 µM), without a hit: at the highest dose activity, negative = inhibition, usual class: inhibitors. hit rate 0.53% among 400,000; also: % is scaled to controls: 0 for no effect and ±100 for the full control effect
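Here, compound and 10 nM enzyme are combined for 15 min at room temperature; adding 50 nM substrate (final) starts DNA synthesis, tracked by fluorescence at 0 and 10 min against buffer-only wells.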
G9a block – blocks human histone lysine methyltransferase G9a; G9a H3K9 monomethylation, AlphaScreen, 2 h; AID 504332; hit rate 8.8% among 350,000; Q96KQ7; Potency, µM (highest dose often 102 µM), without a hit: top-dose activity, negative = inhibition, usual class: inhibitors; also: % is scaled to controls: 0 for no effect and ±100 for the full control effect; nearly all actives have a fitted effect of over 75% in size
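Quantitative HTS format: methyltransferase activity on a biotin-tagged H3K9 peptide is measured by AlphaScreen, using a rabbit anti-monomethyl-H3K9 antibody with streptavidin donor and anti-IgG acceptor beads. Final levels are 20 nM enzyme, 500 nM peptide, 20 uM SAM; 2 h RT.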
BLM inh – blocks DNA unwinding by human BLM helicase; P54132; recombinant BLM DNA unwinding, fluorescence dequenching; Potency, µM (series often up to 56.1 µM), without a hit: top-dose activity change, negative = inhibition, most hits filed as inhibitors; hit rate 0.2% among 350,000; AID 2528;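 also: plate controls were vehicle for no effect and no enzyme for full effect; nearly all actives have a fitted effect of over 35% in size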
BAZ2B block – blocks human BAZ2B; AID 504333; AlphaScreen BAZ2B-H3K14Ac peptide displacement; Potency, µM (top dose mostly 114 µM), without a hit: at the top dose activity change, negative = inhibition, most hits filed as inhibitors; Q9UIF8; hit rate 4.4% among 360,000; also: % is scaled to controls: 0 for no effect and ±100 for the full control effect; nearly all actives have a fitted effect of over 60% in size
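In this displacement format the biotinylated H3(5-23) peptide acetylated at Lys14 serves as ligand at 50 nM, with BAZ2B at 50 nM in PBS pH 7.4 containing 0.01% Tween-20. Donor and acceptor beads are 10 ug/mL final.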
* = called active by the depositor; ? = inconclusive; / = no result given; & = joins results of further samples; [ ] = dose if it differs, or a comment. Calls follow the shape of the dose curve; as a rule, active = well fitted curve in the direction sought with a large enough effect; inconclusive = small, poorly fitted or top-dose-only effect, or another doubt; inactive = no such curve, though single readings can be large; an effect the other way counts as inactive or inconclusive. Potency is read from the fitted curve at half-maximal effect. Only part of the results is shown. The share of hits here may be higher or lower than overall.

SMILES	Apoferritin bind	Pol iota inh	APE1 inh	Pol beta inh	Pol eta inh	Pol kappa inh	G9a block	BLM inh	BAZ2B block
COc1ccccc1N1CCN(C(=O)c2sc3ncn(CC(=O)N4CCC(C)CC4)c(=O)c3c2C)CC1	-16%	9%	41%[activator]	-23%	-17%	5%	1%	-1%	-26%
COc1ccccc1C(=O)N/N=C/c1ccc2c(c1)OCO2	-11%	32%[activator]	-15%	2%	-11%	0%	8%	4%	5%
O=C(CN1/C(=C(/O)c2ccccc2)C(=O)c2ccccc2S1(=O)=O)c1ccccc1	-22%	?	-3%	-16%	-14%	-12%	?	-7%	?
C/C(=N/NC(=O)CSc1nc2ccccc2n1C)c1ccco1	?	-12%	0%	14%	-2%	-5%	/	1%	-10%
COC(=O)C1CSc2[nH]c(=O)sc2C1c1ccc(O)c(OC)c1 (stereo not drawn)	-5%	-3%	?	0%	-12%	-2%	14µM*	-2%	-32%
Cc1noc(C)c1S(=O)(=O)N(C)C[C@H]1Oc2ccc(NC(=O)NC3CCCCC3)cc2C(=O)N([C@H](C)CO)C[C@@H]1C	/	44%[activator]	5%	/	-13%	11%	/	/	/
CS(=O)(=O)N(CC(=O)NC1CCCCC1)c1cccc(F)c1	-2%	-1%	11%	8%	-13%	8%	26%[12.7 µM]	5%	-9%
N/C(=N\N=C\c1ccc(Br)o1)c1nonc1N	74%[activator]	-10%	9%	-14%	-4%	4%	/	-9%	-17%
O=S(=O)(c1ccccc1)N1CCc2ccccc2C1	-5%	-4%	-2%	1%	0%	-4%	/	1%	9%
OC(CN1CC=C(/C=C/c2ccc(Br)cc2)CC1)c1ccccc1 (stereo not drawn)	5%	28%	7%	12%	-17%	-3%	8%	-1%	0%
OCC(O)CNC(=S)NC1CCCCC1 (stereo not drawn)	-2%	76%[activator]	3%	0%	-18%	-3%	3%	1%	-6%
CCCc1cc(=O)[nH]c(Nc2cc(Cl)ccc2OC)n1	1%	12%	/	-26%	-16%	0%	5%[59 µM]	-2%	-2%
O=C(Nc1ccc(S(=O)(=O)NCC2CCCO2)cc1)C1CC(=O)N(c2ccccc2)C1 (stereo not drawn)	-8%	17%	-17%	22%	-21%	1%	-4%	0%	2%
COc1ccc(C2CC(=O)c3cc(-c4nc(-c5cccc([N+](=O)[O-])c5)cs4)c(=O)n(-c4ccc(C)c(C)c4)c3C2)cc1 (stereo not drawn)	43%[activator]	21%	/	-11%	-14%	6%	11µM*	-5%	-39%
CC(N)=NCc1cccc(CN)c1	/	8%[58.9 µM]	-16%&7%&2%&-8%	27%[57.1 µM]	-1%[57.1 µM]	18%[60.1 µM]	7%[12.7 µM]	-7%&0%	/
CCCNC(=S)N1CCC(NC(=O)c2ccc(OC)cc2)CC1	2%	?	31%	2%	-5%	-12%	29%	-1%	-26%
Cc1ccccc1-n1c(SCC(=O)Nc2ccc(Cl)cc2F)nnc1-c1cc2occc2n1C	-2%	8%	/	-2%	-25%	-11%	?	-9%	-31%
COc1ccccc1-n1cc(C(=O)N2CCCC(CO)(Cc3ccccc3C)C2)cn1 (stereo not drawn)	-13%	23%	1%	8%	-15%	-1%	?	-4%	-4%
COc1cc(C(=O)NCC(=O)OCc2cc(=O)oc3c(C)c(C)ccc23)cc(OC)c1OC	-9%	139%[activator]	-6%	11%	-15%	-5%	-43%	3%	-11%
O=C(COC(=O)C12CC3CC(CC(C3)C1)C2)NCc1ccccc1	/	-18%	3%	/	-11%	-4%	/	/	/
CC(=O)Nc1ccc(S(=O)(=O)NCc2csc(-c3cccnc3)n2)cc1	-2%	-4%	1%	1%	-5%	-3%	0%[12.7 µM]	1%	-1%
Cc1cccn2c(NC(=O)c3ccccc3F)c(-c3ccccc3)nc12	-10%	1%	14%	0%	-10%	0%	23%[2.33 µM]	-2%	1%
CCn1cc(C(=O)O)c(=O)c2cc(F)c(N3CCN(C(=S)NC(=O)c4cccc(F)c4)CC3)cc21	6%	-2%	13%	-2%	-17%	-2%	/	2%	-13%
O=C(c1ccco1)N1CCC2(CC1)CN(C(c1ccccc1)c1ccccc1)C2	/	/	24%	/	/	-3%[60.1 µM]	-1%[12.7 µM]	0%	/
CCOc1ccc2c(c1)C(c1ccccc1)=NNC(c1ccccc1)=N2	-4%	10%	0%	26%	-11%	0%	?	-12%	-5%

Continuation.
SMILES	Apoferritin bind	Pol iota inh	APE1 inh	Pol beta inh	Pol eta inh	Pol kappa inh	G9a block	BLM inh	BAZ2B block
Cn1c(=O)n(C)c2cc([N+](=O)[O-])c(N3CCN(S(C)(=O)=O)CC3)cc21	-4%	-2%	0%	20%	-7%	-16%	1%[59 µM]	-4%	50µM*
C=CCNC(=S)N/N=C/c1ccc(C)cc1C	-4%	134%[activator]	21%	-3%	-6%	-12%	18%	-4%	-16%
CC(C)(C)c1cc(-c2csc(Nc3ccccc3)[n+]2Cc2ccc(C(=O)O)cc2)cc(C(C)(C)C)c1O	-8%	?	3%	-18%	32µM*	0%	40µM*	-12%	40µM*
O=C(CN1C(=O)NC2(CCCCC2)C1=O)Nc1ccc(Cl)cc1	/	1%	10%	/	-14%	11%	/	/	/
C[n+]1ccc(CC2C(=[N+]([O-])[O-])C=Nc3ncnn32)cc1 (stereo not drawn)	-7%	82%[activator]	-2%	39%	3%	-3%	0%	-5%	-9%
C=CCc1c(C)nc(SCC(N)=O)[nH]c1=O	-4%	5%	2%	17%	-9%	-3%	-26%	0%	-9%
Cc1nnc(SCC(=O)N2CCC(C(=O)Nc3nccs3)CC2)n1Cc1ccccc1	-12%	-6%	-8%	-1%	-17%	-15%	8%[59 µM]	4%	3%
O=C(O)/C=C/c1cccc(B(O)O)c1	-5%	22%	-4%	/	/	-12%	/	1%	/
CN(C)c1ccc(C2C=C(c3ccc(Cl)cc3OC(F)F)Nc3ncnn32)cc1 (stereo not drawn)	-1%	?	-4%	-15%	-16%	2%	35µM*	-11%	?
CCOc1ccc(-c2c(C)nn3c(C)c(C(=O)NCCc4ccc(C)cc4)cnc23)cc1OCC	-4%	-9%	/	0%	/	30%	7%[59 µM]	-2%	-14%
CCOc1cc(C#N)ccc1OCC(=O)N1CCc2ccccc2C1	-4%	?	12%	10%	2%	5%	57%[activator]	-2%	-2%
COc1ccc(CCNC(=O)Cn2c(=O)n(-c3cc(OC)c(OC)c(OC)c3)c(=O)c3ccccc32)cc1OC	3%	-2%	/	14%	3%	-3%	-8%[59 µM]	-5%	3%
Nc1nnnn1/N=C/c1ccccc1OCc1ccc(Cl)cc1Cl	-18%	?	-3%	?	-35%	-2%	61%[activator][12.7 µM]	-13%	-3%
CCOc1cc(CN2CCCC(N3CCc4ccccc4C3)C2)ccc1O (stereo not drawn)	-11%	0%	7%	1%	-19%	5%	/	0%	-6%
O=C1NC(=Nc2ccccc2)CS1	11%	20%	2%	-3%	-3%	-17%	3%[12.7 µM]	7%	3%
O=C(Nc1cccc(OC(F)(F)F)c1)c1ccc(Br)o1	?	?	18%	-2%	-18%	-19%	-2%[59 µM]	-12%	8%
CCCCn1c(N)c(N(CC(C)C)C(=O)CN2C(=O)C3CCCCC3C2=O)c(=O)[nH]c1=O (stereo not drawn)	/	-11%	1%	/	-14%	-2%	?	/	-4%
O=C(c1ccco1)n1nc(-c2ccccc2)nc1SCc1ccccc1	-17%	-13%	-3%	2%	-6%	-7%	-9%	-1%	9%
Cn1c(=O)oc2cc(S(=O)(=O)N3CCC(C(=O)NCc4cccs4)CC3)ccc21	-12%	-14%	17%	35%	-7%	-18%	-9%	-3%	-4%
CC(=O)Nc1ccc(S(=O)(=O)N2CCN(C(=O)N3CCCC3)CC2)cc1	2%	107%[activator]	30%[activator]	-13%	4%	-5%	6%	-6%	-1%
c1ccc(N2CCN(c3ncnc4c3oc3ccccc34)CC2)cc1	-5%	10%	?	-12%	5%	-8%	-33%[2.33 µM]	2%	-1%
COc1ccc(N(C(=O)c2ccccc2C)S(=O)(=O)c2cccs2)cc1	-7%	-5%	-1%	23%	-17%	0%	-3%[59 µM]	-11%	-17%
CN1CCN(C(=O)CCCOc2cc(=O)n(C)c3ccccc23)CC1	-9%	-12%	-5%	0%	-9%	-4%	4%[59 µM]	3%	13%
COCCNC(=O)CSc1nnc(CCCN2C(=O)c3cccc4cccc(c34)C2=O)n1-c1ccccc1	-6%	-6%	5%	-3%	-9%	-13%	-5%[59 µM]	-2%	-2%
COCCn1c(C)cc(/C=C2/NC(=O)N(c3ccc(Cl)cc3)C2=O)c1C	-5%	29%	8%	13%	-19%	-18%	3%	-3%	-26%
CSc1nnc(-c2sc3cc(C(F)(F)F)cnc3c2-c2ccccn2)n1C	-4%	9%	5%	4%	-4%	-10%	3%[59 µM]	-3%	11%
COc1ccc(OC)c(-c2cc(C(=O)Nc3c(C)nn(Cc4ccc(C)cc4)c3C)no2)c1	-5%	-4%	/	-1%	-12%	1%	6%[59 µM]	-1%	1%
COc1cc(OC)c2c(C)c(CC(=O)NCCc3ccccc3OC)c(=O)oc2c1	1%	7%	/	2%	-12%	-4%	2%[59 µM]	-1%	-5%
CCCS(=O)(=O)N1CCN(c2cc3c(cc2[N+](=O)[O-])n(C)c(=O)n3C)CC1	-9%	34%[activator]	28%	24%	-15%	4%	-5%	3%	56µM*

4 compounds picked at random from those above, as already listed:
SMILES	Apoferritin bind	Pol iota inh	APE1 inh	Pol beta inh	Pol eta inh	Pol kappa inh	G9a block	BLM inh	BAZ2B block
O=C(CN1C(=O)NC2(CCCCC2)C1=O)Nc1ccc(Cl)cc1	/	1%	10%	/	-14%	11%	/	/	/
O=C(c1ccco1)n1nc(-c2ccccc2)nc1SCc1ccccc1	-17%	-13%	-3%	2%	-6%	-7%	-9%	-1%	9%
COCCNC(=O)CSc1nnc(CCCN2C(=O)c3cccc4cccc(c34)C2=O)n1-c1ccccc1	-6%	-6%	5%	-3%	-9%	-13%	-5%[59 µM]	-2%	-2%
Cn1c(=O)oc2cc(S(=O)(=O)N3CCC(C(=O)NCc4cccs4)CC3)ccc21	-12%	-14%	17%	35%	-7%	-18%	-9%	-3%	-4%
